GPR55 antagonists: inhibition of LPI-stimulated GPR55 beta-arrestin translocation – imaging, U2OS, beta-arrestin-GFP, LPI agonist, primary screen (AID 2013) | one-dose inhibition, % at 10 µM; IC50 in µM for titrated hits | U2OS GPR55 beta-arrestin-GFP translocation imaging, LPI antagonism; higher % means a stronger effect | 290,000 compounds, 0.13% hits;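 active = spots per cell inhibited over 60%, with over 100 cells counted and total cytoplasm intensity under 500,000; inconclusive = wells with under 100 cells, flagged as likely toxic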;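 also: U2OS cells stably carrying GPR55 and arrestin-GFP stimulated by 5 µM LPI near EC80; imaged beta-arrestin-GFP aggregate spots per cell after agonist stimulation; plate controls were LPI-stimulated DMSO wells for no effect and DMSO wells without LPI for full effect; some results filed as inactive read as strong as hits; confirmed hits need IC50 under 10 µM and bright autofluorescent wells are also inconclusive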
NTR1 agonist: agonists of NTR1, primary screen, imaging, U2OS cells, beta-arrestin-GFP, high content (AID 493036) | P30989 | NTR1-U2OS beta-arrestin-GFP spot imaging, agonist mode | activation, % at 20 µM | 330,000 compounds, 0.17% hits;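 active = activation at or above 40% of the spot to cytoplasm intensity ratio, with at least 20 cells analyzed; inconclusive = wells under 20 cells, flagged as cytotoxic or low count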;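 also: 0% = DMSO without peptide and 100% = 100 nM NTR1 peptide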
Target sequence (P30989 whole entry, looked up): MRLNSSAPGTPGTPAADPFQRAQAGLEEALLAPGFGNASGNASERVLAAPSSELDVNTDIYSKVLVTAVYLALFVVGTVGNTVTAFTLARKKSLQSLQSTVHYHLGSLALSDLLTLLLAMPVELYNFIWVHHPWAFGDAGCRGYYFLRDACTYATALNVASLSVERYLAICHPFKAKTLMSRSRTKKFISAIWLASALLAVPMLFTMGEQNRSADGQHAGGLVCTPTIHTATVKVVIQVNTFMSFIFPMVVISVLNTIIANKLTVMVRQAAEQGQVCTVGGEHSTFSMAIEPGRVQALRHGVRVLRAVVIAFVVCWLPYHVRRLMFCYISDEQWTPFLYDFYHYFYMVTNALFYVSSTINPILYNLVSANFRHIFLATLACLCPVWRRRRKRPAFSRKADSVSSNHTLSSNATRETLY
Rac1 GTP hydrolysis: MgcRacGAP GTPase-activating activity inhibitors, confirmation, biochemical, ADP Hunter fluorescence; MgcRacGAP-stimulated Rac1 GTP hydrolysis, ADP Hunter fluorescence; higher % means a stronger effect; GST-tagged Rac1 F28L mutant substrate; inhibition, % at 30 µM, or IC50 in µM where a hit was titrated; 340,000 compounds, 0.6% hits; AID 624330;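 active = first-screen hits whose inhibition reached a set limit at any dose in the follow-up dose series; inconclusive = inhibition above the set first-screen limit but never retested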;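 also: fluorescence reports GDP produced by GAP-driven GTP hydrolysis; strong numbers were not always called active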
GPR35 arrestin U2OS: GPR35 antagonists blocking zaprinast-driven arrestin recruitment, primary screen, imaging, U2OS, beta-arrestin-GFP, zaprinast agonist (AID 2058) | U2OS GPR35 beta-arrestin-GFP translocation imaging, zaprinast antagonism; higher % means a stronger effect | inhibition, % at 10 µM, or IC50 in µM where a hit was titrated | 290,000 compounds, 0.052% hits;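 active = inhibition of at least 50% with at least 30 cells and total cytoplasm GFP at most 10,000,000; inconclusive = under 30 cells or total GFP of 10,000,000 plus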
GPR55 activation: GPR55 agonists via beta-arrestin recruitment, primary screen, imaging, U2OS cells, beta-arrestin-GFP redistribution (AID 1961); U2OS GPR55 beta-arrestin-GFP redistribution imaging; higher % means a stronger effect; activation, % at 10 µM; hits with a dose series show EC50 in µM; 290,000 compounds, 0.048% hits;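 active = activation above 40% with more than 50 cells counted in the well; inconclusive = wells holding fewer than 50 cells, flagged as toxic or sparse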;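 also: U2OS osteosarcoma cells stably expressing GPR55 and beta-arrestin-GFP; plate controls were DMSO negative control for no effect and LPI positive control for full effect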
Large T inhibition: SV40 large T antigen inhibitors, biochemical (AID 1903). SV40 large T antigen ATPase/helicase inhibition assay; higher % means a stronger effect. one-dose inhibition, % at 20 µM; IC50 in µM for titrated hits. 310,000 compounds, 0.39% hits; in the data active = a potency from the dose series; inconclusive = inhibition mostly from about 32% at the one dose, without a potency; inactive = the rest, 99 in 100 with inhibition below about 32%; also: strong numbers were not always called active
Yfh1-off respiration: enhancers of respiration in Yfh1-depleted yeast, dose response, Friedreich's ataxia, plus single-dose screen (AID 1465); S. cerevisiae Yfh1-off respiration, WST-1 reduction, 72 h; higher fold induction means a stronger effect; fold induction at 50 µM, or EC50 in µM where a hit was titrated; 220,000 compounds, 0.074% hits;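 active = fold induction of absorbance versus untreated yeast above a set limit, then at least 30% activation at any dose in follow-up; inconclusive = repeats straddling the limit, or above it without dose testing; inactive = fold induction below the set limit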;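 also: activators that raise dye reduction in frataxin-depleted yeast; strong numbers were not always called active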
AID2073: inhibitors of Mint1-CaV2.2 protein interaction, biochemical, HTRF (AID 2073) | HTRF protein-protein interaction, Mint1-CaV2.2; higher % means a stronger effect | inhibition, % at 20 µM; hits with a dose series show IC50 in µM | 290,000 compounds, 0.19% hits; in the data active = inhibition mostly above about 51%, no sharp cut-off; inconclusive = no clear call, values can overlap the other calls; inactive = mostly below about 53%; also: some results filed as inactive read as strong as hits
NS5 inhibitors: flavivirus cap methylation enzyme inhibition – biochemical, confirmation dose response, primary screen (AID 588689). Dengue-2 NS5 methyltransferase capping enzyme assay, biochemical; higher % means a stronger effect. one-dose inhibition, % at 25 µM; IC50 in µM for titrated hits. 340,000 compounds, 0.3% hits; in the data active = a potency from the dose series; inconclusive = inhibition above about 29% without an active follow-up result
NTR1 agonist cell count 20 µM: further read-out of NTR1 agonist, marked with its call; cell count; measured here: cell count, cytotoxicity flag
NS5 inhibitors pilot replicate: also measured in NS5 inhibitors; calls as there; inhibition, %; measured here: pilot screen replicate inhibition
* hit, by the source's call; i = inactive; ? = inconclusive; . = no result given. Random draw from the library. About 1.7% of those tested had a hit in this group.

SMILES	GPR55 antagonists	NTR1 agonist	NTR1 agonist cell count 20 µM	Rac1 GTP hydrolysis	GPR35 arrestin U2OS	GPR55 activation	Large T inhibition	Yfh1-off respiration	AID2073	NS5 inhibitors	others
CC(NC(=O)COc1ccccc1F)C1CC2CCC1C2 (stereo not drawn)	-4%	4.9	84	12%	-11%	0.1%	4%	i	0%	-5%
CCOc1cc(S(=O)(=O)NC2CC(C)(C)NC(C)(C)C2)ccc1F	-10%	4.2	84	1%	6%	0.2%	5%	i	12%	-12%
CC1=C(C)/C(=N/OC(=O)c2cccc([N+](=O)[O-])c2)C=CC1=O	7%	-1.7	100	27%	-4%	-0.3%	33%	i	-15%	-1%
Oc1c(C(c2cccs2)N2CCN(c3ccccc3)CC2)sc2ncnn12 (stereo not drawn)	7%	0.3	53	11%	0%	0.0%	3%	i	12%	-1%
Cc1cc(C(=O)OCC(=O)Nc2ccc(S(=O)(=O)N3CCOCC3)cc2)c(C)o1	-3%	-1.8	61	18%	4%	-0.2%	0%	i	7%	-4%
COc1cccc(C(=O)Nc2ccc(-c3nc4ccccc4o3)c(O)c2)c1	6%	7.0	63	6%	-8%	0.3%	13%	i	?	3%
Cc1cc(N)n(-c2nc(-c3cccnc3)nc3ccccc23)n1	-5%	1.4	50	7%	10%	-0.1%	11%	i	-11%	3%
O=C(CCCC(=O)OCC1CCCO1)OCC1CCCO1 (stereo not drawn)	-6%	-0.3	31	1%	5%	0.0%	-3%	i	4%	-7%
COC(=O)CNC(=O)C(C)NC(=O)OCc1ccccc1 (stereo not drawn)	-3%	-1.2	88	2%	-17%	0.2%	8%	i	-9%	1%
CCCCOc1ccc(NC(=O)CSc2nnnn2C)cc1	-8%	2.4	44	8%	6%	-0.1%	0%	i	2%	3%
Cc1cc(C(=O)N/N=C/c2sccc2C)no1	-7%	-1.1	61	10%	-11%	0.3%	12%	i	62%	-1%
CC(C)(C)N1CC(c2nc3ccccc3n2Cc2ccccc2)CC1=O (stereo not drawn)	-19%	1.4	78	15%	6%	-0.1%	0%	i	9%	-7%
CCOc1ccc(-n2nc3c(Cl)nnc(C)c3c2C)cc1	6%	0.9	43	10%	2%	-0.1%	8%	i	0%	-6%
COc1ccc(C)cc1N(C(=O)CNC(=O)c1ccco1)C(C(=O)NCC1CCCO1)c1ccccc1 (stereo not drawn)	1%	-1.3	37	2%	4%	0.1%	5%	.	26%	-7%
CCOC(=O)c1sc(NC(=O)c2cc(-c3ccccc3)nc3ccccc23)c(C#N)c1C	-37%	7.5	57	26%	-17%	0.2%	-1%	i	-15%	-7%
C=CCn1c(COc2cccc(C)c2)nnc1SCC(=O)c1c[nH]c2c(CC)cccc12	2%	1.5	39	4%	20%	0.3%	10%	i	5%	1%
O=C(NCc1ccccc1)C(Cc1ccccc1)NS(=O)(=O)c1cccc2nsnc12 (stereo not drawn)	-9%	1.3	46	4%	-1%	0.0%	4%	i	6%	-4%
O=C1CC(c2ccco2)CC(O)=C1C=NCCN1CCNCC1 (stereo not drawn)	5%	-0.5	68	0%	7%	-0.1%	6%	i	32%	-6%
CC(C)CN(C(=O)CC1OC(=O)c2ccccc21)c1c(N)n(Cc2ccccc2)c(=O)[nH]c1=O (stereo not drawn)	.	0.6	65	6%	.	.	16%	.	.	-7%
COc1ccccc1N1C(=S)NC2CS(=O)(=O)CC21 (stereo not drawn)	-1%	0.4	48	11%	-3%	-0.2%	14%	i	11%	0%
Cc1ccc(S(=O)(=O)N2CC3CCCN3c3ccc(C(F)(F)F)cc32)cc1 (stereo not drawn)	-1%	-2.2	78	0%	3%	0.1%	-1%	i	4%	-13%
COc1ccc(C2=NN(c3nc4ccccc4s3)C(=O)/C2=C\N(C)C)cc1	4%	1.6	62	11%	.	0.2%	6%	i	5%	12%
Cc1cccc(NC(=O)CCS(=O)(=O)c2ccccc2)n1	1%	1.5	50	5%	-3%	-0.1%	5%	.	11%	-3%
O=C(Nc1ccc(CN2CCOCC2)cc1)c1cc2ccccc2o1	5%	0.8	44	7%	-3%	0.5%	-2%	i	7%	3%
COC(=O)C1=C(Nc2ccc(C)cc2)C=C(C)C(C(=O)OC)C1c1cccc(OC)c1 (stereo not drawn)	-16%	2.3	91	-3%	-12%	-0.1%	13%	i	2%	-12%
COc1ccc(Cl)cc1S(=O)(=O)N1CCN(CC(=O)C(C)(C)C)CC1	12%	4.7	32	3%	-4%	-0.2%	6%	i	?	-1%
Cc1ccc(CNS(=O)(=O)c2ccc(-c3cnc(C4CC4)o3)cc2)cc1	-11%	0.9	57	10%	-8%	-0.4%	28%	.	8%	-2%
O=C(Cn1nc(-c2ccc(F)cc2)ccc1=O)Nc1ccc2c(c1)OCCO2	-9%	0.0	44	0%	-7%	-0.2%	2%	.	7%	-2%
COc1cccc(NC(=O)CN(C)C(=O)c2ccc(COc3ccccc3)cc2)c1	.	1.1	55	2%	.	.	9%	.	.	1%
COc1ccc(CNC(=O)c2cc3cc(OC)ccc3oc2=O)cc1	-3%	0.3	49	4%	8%	-0.1%	-2%	.	17%	-5%	NS5 inhibitors pilot replicate=0.6

Filtered by structure, the compounds so far containing a tert-butyl group (two)
SMILES	GPR55 antagonists	NTR1 agonist	NTR1 agonist cell count 20 µM	Rac1 GTP hydrolysis	GPR35 arrestin U2OS	GPR55 activation	Large T inhibition	Yfh1-off respiration	AID2073	NS5 inhibitors	others
CC(C)(C)N1CC(c2nc3ccccc3n2Cc2ccccc2)CC1=O (stereo not drawn)	-19%	1.4	78	15%	6%	-0.1%	0%	i	9%	-7%
COc1ccc(Cl)cc1S(=O)(=O)N1CCN(CC(=O)C(C)(C)C)CC1	12%	4.7	32	3%	-4%	-0.2%	6%	i	?	-1%

Continuation:
SMILES	GPR55 antagonists	NTR1 agonist	NTR1 agonist cell count 20 µM	Rac1 GTP hydrolysis	GPR35 arrestin U2OS	GPR55 activation	Large T inhibition	Yfh1-off respiration	AID2073	NS5 inhibitors	others
COc1ccc(-c2oc(/N=C/N3CCOCC3)c(C#N)c2-c2ccc(OC)cc2)cc1	16%	1.4	77	12%	10%	-0.3%	-3%	i	2%	3%
CC(NC(=O)NC1CCCCC1)C(c1cccs1)N1CCOCC1 (stereo not drawn)	11%	-0.4	87	12%	-16%	0.0%	5%	i	15%	-3%
O=S(=O)(c1cccs1)N1CCC(Cc2ccccc2)CC1	5%	-3.8	84	-2%	12%	0.3%	1%	i	-5%	-2%
CCCn1cc(CN2CCC(Cc3ccccc3)(C(=O)OCC)CC2)c(C)n1	12%	-0.3	28	5%	12%	0.7%	5%	i	-3%	-4%
CN(C)c1ccc(/C=N/n2c(COc3ccccc3)n[nH]c2=S)cc1	2%	3.6	45	-1%	-9%	-0.2%	23%	i	5%	-4%
NC(=O)CC(NC(=O)Cc1cccc2ccccc12)c1ccc(N2CCC(N3CCCCC3)CC2)c([N+](=O)[O-])c1 (stereo not drawn)	3%	-3.0	88	2%	-9%	-0.3%	20%	.	2%	-2%
O=C(NCCN1CCOCC1)C1(C(F)(F)F)C/C(=C\Cc2ccccc2)CCCO1 (stereo not drawn)	.	-4.0	76	-2%	.	.	-3%	i	.	-7%
Cc1ccc(C(=O)COC(=O)COc2ccccc2C)cc1	-12%	1.6	62	-1%	-8%	0.7%	12%	.	13%	0%
CCCCCN1C=CC(=C2C(=O)c3ccccc3C2=O)C=C1	-1%	1.3	42	3%	5%	-0.3%	10%	i	14%	-7%
c1cncc(Cc2cc3ccccc3[nH]2)c1	11%	1.1	48	5%	0%	0.0%	3%	i	2%	-6%
CC(=O)C1=C(C)NC(SCc2cccc3ccccc23)=C(C#N)C1c1ccco1 (stereo not drawn)	1%	2.5	46	7%	-16%	-0.3%	16%	i	24%	4%
CCN(CC)S(=O)(=O)c1ccc(S(=O)(=O)Nc2cc3c(cc2C(C)=O)OCO3)cc1	-6%	1.9	48	1%	14%	0.2%	-1%	i	6%	1%
CC1(C)CC(=O)C(C2=NC3(CCCCC3)Cc3ccccc32)=C(O)C1	20%	2.4	36	5%	7%	-0.1%	23%	i	-12%	2%
CS(=O)(=O)c1ccc(Cl)c(NC(=O)c2ccc3ccccc3c2)c1	-9%	3.8	71	2%	15%	0.2%	16%	i	2%	1%
COc1ccc(CNC(=O)CSc2nnc(C(F)(F)F)n2C)cc1	11%	2.4	27	6%	-13%	0.6%	21%	i	10%	-5%
CCOCCc1nnc(NC(=O)CCC2CCCCC2)s1	-16%	1.1	62	9%	4%	0.5%	5%	.	12%	-4%
Cc1cc(SCC(=O)N/N=C/c2cccnc2)nc2c(C)cccc12	-5%	1.1	32	6%	12%	0.3%	3%	i	-16%	6%
COc1cccc(NC(=O)c2ccnc(N3CCC(C(=O)NCc4ccccc4OC)CC3)c2)c1	14%	0.0	57	7%	-5%	-0.2%	7%	.	17%	-9%
CN(C)CCCNC(=S)NCC(c1ccc(Cl)cc1Cl)c1c[nH]c2ccccc12 (stereo not drawn)	25%	12	10	5%	22%	0.0%	13%	.	10%	-4%
c1ccc(-c2noc(CN3CCOCC3)n2)cc1	7%	-0.2	97	-3%	3%	0.2%	20%	i	12%	5%
CC(CCc1ccc(O)cc1)N1CCC(Oc2ccc(C(=O)N3CCCC3)cc2)CC1 (stereo not drawn)	-1%	1.2	64	10%	5%	0.2%	22%	.	1%	1%
CC1Oc2ccccc2N(CC(=O)N2CCCCCC2)C1=O (stereo not drawn)	5%	2.5	41	6%	-3%	-0.2%	-4%	.	-2%	-4%
N/C(=N\OC(=O)c1cccc(Br)c1)c1ccccc1	6%	4.3	74	8%	2%	-0.1%	6%	i	-2%	2%
O=C1/C(=C/N(C(=O)c2ccco2)c2ccc(Br)cc2)Sc2ccccc21	7%	-0.1	42	14%	5%	-0.3%	11%	i	-7%	-7%
Cc1nnc(NC(=O)CSc2nnc(Cc3cccn3C)n2-c2cccc(C)c2C)s1	11%	-1.9	77	.	7%	-0.1%	3%	.	-9%	.
CC(Cc1cccnc1)NC(=O)c1cc(COc2ccc(F)cc2Cl)on1 (stereo not drawn)	-7%	-0.9	58	0%	-3%	0.0%	25%	.	1%	1%
